Candida biofilm: kills Candida albicans biofilms; C. albicans biofilm + clotrimazole, Alamar Blue; hit rate 0.14% among 85,000; inhibition, % at 6 µM; AID 834;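 active = inhibition above 20%; inactive = inhibition below 20%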;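 also: preformed 24 hr biofilms exposed to compound for 48 hr; 0% = biofilm without compound and 100% = blank killed by clotrimazole plus chlorhexidine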
Fibroblast inh: blocks proliferation of human lung fibroblasts; LL 47 human lung fibroblast viability, ATP luminescence; stronger effect = lower value; hit rate 1.1% among 85,000; viability, % at 10 µM;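 active = viability at or below 50% in the single dose screen; inactive = viability above 50%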;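 also: compound exposure lasted 72 h before the ATP readout; 100% = median luminescence of untreated cell-only wells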
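Material: human lung fibroblast line LL 47, low passage; Evaluation: viability percentage against median untreated-cell control; Buffer or medium: 15% FBS in IMEM; Incubation: 72 h compound exposure at 37 °C after overnight plating; Dosing: 0.1% DMSO in all compound wells; Measured by: CellTiter-Glo luminescence.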
sEH act: activators of human soluble epoxide hydrolase. hit rate 0.04% among 91,000. purified human sEH enzymatic activity, activator screen. activation, % at 2 µM. AID 717. P34913; in the data active = activation above about 37%; also: values of inactives mirror those of a sister screen read the other way
Target sequence (P34913 whole entry, looked up): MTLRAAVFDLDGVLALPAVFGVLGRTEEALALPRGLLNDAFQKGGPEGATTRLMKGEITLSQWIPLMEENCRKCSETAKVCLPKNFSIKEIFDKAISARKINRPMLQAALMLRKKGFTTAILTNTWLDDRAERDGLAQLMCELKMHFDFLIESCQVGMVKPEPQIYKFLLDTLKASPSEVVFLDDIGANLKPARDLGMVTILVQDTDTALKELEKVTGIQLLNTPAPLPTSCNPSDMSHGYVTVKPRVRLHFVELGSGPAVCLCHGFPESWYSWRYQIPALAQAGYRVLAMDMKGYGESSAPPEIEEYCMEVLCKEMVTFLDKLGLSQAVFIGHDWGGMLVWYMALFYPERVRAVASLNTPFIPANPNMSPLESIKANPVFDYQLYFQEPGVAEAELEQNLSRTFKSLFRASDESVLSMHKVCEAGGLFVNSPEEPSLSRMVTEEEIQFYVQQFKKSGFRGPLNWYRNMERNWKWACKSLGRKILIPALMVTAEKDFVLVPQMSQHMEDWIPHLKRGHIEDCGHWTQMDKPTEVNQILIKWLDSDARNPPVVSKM
ERa SRC1 inh: ER-alpha (human) coactivator binding inhibition; P03372; TR-FRET ER-alpha LBD / SRC-1 peptide, estradiol-bound; inhibition, % at 25.6 µM; hit rate 1.7% among 86,000; AID 629; in the data active = inhibition above about 50%;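 also: 0% = receptor plus peptide control and 100% = peptide only without receptor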
H69AR inhibit: growth inhibitors of human H69AR lung tumor cells | hit rate 6% among 85,000 | H69AR lung tumor viability, ATP luminescence, 72 h; stronger effect = lower value | viability, % at 10 µM;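 active = viability at or below 40%; inactive = viability above 40%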;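 also: multidrug resistant small cell line overexpressing MRP-1 efflux transporter; 100% = mean luminescence of untreated control wells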
HUVEC inhibit: human endothelial cell proliferation inhibition | HUVEC proliferation, CellTiter-Glo luminescence, 72 h; stronger effect = lower value | viability, % at 10 µM (by protocol) | AID 648 | hit rate 1.1% among 86,000;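 active = viability at or below 30%; inactive = viability above 30%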;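 also: 100% = median luminescence of DMSO-only cell control wells on each plate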
ERb SRC1 inh: ER-beta (human) coactivator binding inhibition | Q92731 | TR-FRET ER-beta LBD / SRC1-Cy5 peptide binding; receptor agonist-loaded with 1 µM estradiol | inhibition, % at 25.6 µM | hit rate 1.3% among 86,000;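 active = compounds whose percent inhibition of the receptor-coactivator binding signal exceeds about 50% in the single-dose screen, limit read from the data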;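 also: 0% = receptor plus peptide wells without compound and 100% = peptide-only wells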
Target sequence (Q92731 whole entry, looked up, the tested form may be a part): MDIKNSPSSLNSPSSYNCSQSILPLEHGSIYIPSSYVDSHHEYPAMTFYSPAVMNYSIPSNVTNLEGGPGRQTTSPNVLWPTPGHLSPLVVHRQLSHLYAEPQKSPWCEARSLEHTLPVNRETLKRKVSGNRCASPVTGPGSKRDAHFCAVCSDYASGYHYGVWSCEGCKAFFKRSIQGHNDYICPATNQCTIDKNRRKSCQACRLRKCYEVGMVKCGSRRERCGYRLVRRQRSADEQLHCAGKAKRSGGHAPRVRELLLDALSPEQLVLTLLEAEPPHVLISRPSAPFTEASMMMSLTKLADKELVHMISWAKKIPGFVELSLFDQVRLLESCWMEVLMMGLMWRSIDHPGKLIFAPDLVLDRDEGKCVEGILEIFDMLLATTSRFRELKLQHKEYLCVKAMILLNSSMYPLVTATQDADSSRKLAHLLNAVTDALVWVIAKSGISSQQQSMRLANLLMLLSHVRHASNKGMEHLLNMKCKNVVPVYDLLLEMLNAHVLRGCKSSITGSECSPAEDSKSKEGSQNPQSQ
ERa coact pot: ER-alpha (human) coactivator binding potentiation. P03372. TR-FRET ERalpha-LBD/SRC-Cy5 coactivator binding, 2 h; 100 = basal binding, no effect. coactivator binding (% of control), % at 25.6 µM. hit rate 1.3% among 86,000. AID 639; in the data active = activity above about 200%;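 also: binding measured in presence of low estradiol as agonist stimulus; 0% = peptide alone without receptor and 100% = receptor with peptide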
Smad3 inh: blocks human Smad3 binding to FoxH1 peptide; hit rate 0.29% among 88,000; P84022; TR-FRET Smad3/Dy647-FoxH1 peptide binding, europium anti-His; inhibition, % at 25 µM;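 active = compounds that reduce the energy-transfer binding signal between the protein and its labelled peptide by more than half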;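 also: 0% = Smad3 plus labelled peptide maximal FRET and 100% = peptide-only background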
Starred values were filed as active, the others as inactive; / = not tested or not shown; [ ] = another dose, or the depositor's remark. These rows are one share of the data; count on the stated rates, not on these rows.

SMILES | Candida biofilm | Fibroblast inh | sEH act | ERa SRC1 inh | H69AR inhibit | HUVEC inhibit | ERb SRC1 inh | ERa coact pot | Smad3 inh
COCCn1c(SCC(=O)Nc2ncc(C)s2)nc2sc3c(c2c1=O)CCC3 | 4 | 89 | 9 | 13 | 49 | 103 | 14 | 77 | 13
O=[n+]1cc(-c2ccc(F)cc2)n([O-])c2c1CCC2 | 4 | 100 | -1 | -9 | 97 | 94 | -4 | 96 | -1
O=C(Nc1ccc(NC(=O)c2cccs2)cn1)c1ccco1 | 1 | 107 | -9 | -2 | 74 | 102 | -4 | 123[fluorescence artefact?] | 11
O=C(O)C1CCCCC1C(=O)Nc1ccccc1Cl (stereo not drawn) | 2 | 96 | 7 | -10 | 89 | 91 | -2 | 109 | 7
Cc1noc(C)c1C(=O)OCC(=O)c1cc(C)n(Cc2ccccc2Cl)c1C | 6 | 98 | / | -7 | 78 | 105 | -4 | 84 | -1
Cc1[nH]c2ccc(OCc3ccccc3)cc2c1CCN1C(=O)OC(C)(C)C1(C)O (stereo not drawn) | 8 | 91 | / | 6 | 77 | 81 | 0 | 89[fluorescence artefact?] | -10
Cc1ccc(S(=O)(=O)Nc2ccc3ncccc3c2)cc1 | 0 | 95 | / | -5 | / | 99 | -4 | 91 | -2
CNC(=O)NC(=O)CSc1nnc(C(F)(F)F)n1C | 6 | 95 | 5 | -6 | 86 | 111 | -7 | 110 | 3
COc1ccc2nc(NC(=O)CSc3nnc(-c4ccoc4C)n3C)sc2c1 | 7 | 96 | 8 | 3 | 78 | 101 | -7[fluorescence artefact?] | 93 | 4
COc1ccc(NC(=O)CSc2nc(C)c3c(c2C#N)CCCC3)cc1 | -1 | 103 | -14 | 13[fluorescence artefact?] | 100 | 102 | -8 | 105 | 0
Cc1ccccc1C(=O)NC1CCS(=O)(=O)C1 (stereo not drawn) | 6 | 98 | -9 | 1 | 84 | 105 | 0 | 91 | 6
Oc1ccccc1C1N=C(c2ccccc2)NC(c2ccccc2)=N1 | 4 | 100 | 0 | 1 | 95 | 117 | -7 | 97 | -2
O=C(Nc1ccccc1C(=O)O)c1cccc(NC(=O)c2ccc(Br)o2)c1 | 2 | 104 | -12 | 6 | 89 | 72 | 26 | 92 | 7
Nc1nnc(CCCCc2cccs2)o1 | 5 | 104 | 6 | 3[fluorescence artefact?] | 100 | 97 | -4 | 96 | 12[fluorescence artefact?]
CC(C)Nc1nc(NC(C)C)nc(N(C)n2cnnc2)n1 | 9 | 96 | 6 | -7 | 103 | 99 | -19 | 122 | -4
CC(=O)c1ccc(NC(=O)c2ccn[nH]2)cc1 | -5 | 99 | -3 | 5[fluorescence artefact?] | 79 | 84 | -4 | 93 | -1
C=CCn1cc(C(=O)NCC2CCCO2)c(=O)c2cc(S(=O)(=O)N3CCCCCC3)ccc21 (stereo not drawn) | 2 | 103 | 17 | 5 | 76 | 94 | -4 | 109 | 6
COc1c(F)c(F)c(-c2csc(N)n2)c(F)c1F | 6 | 105 | 2 | -5 | 87 | 102 | -9 | 101 | 1
CC(C)c1nc2oc3c(N4CCNCC4)ncnc3c2c2c1CCC2 | 5 | 72 | / | 1 | 52 | 81 | -7[fluorescence artefact?] | 150 | 5
CCc1ccc(OCC(=O)N2CCN=C2c2ccccc2)cc1 | 6 | 102 | -7 | -1 | 105 | 107 | -11 | 106 | 10
O=C1c2ccccc2NC2(CCCCC2)N1c1ccc(O)cc1 | / | 98 | -6 | 4 | 94 | 101 | 6 | 128 | -5
CN1CCN(C(=O)c2ccccc2NC(=O)CCN2C(=O)c3ccccc3C2=O)CC1 | -2 | 101 | 1 | 1 | 99 | 116 | -2 | 117 | -6
O=C(c1ccccc1)c1ccc(OC(=O)N2CCCC2)cc1 | -5 | 104 | 20 | 5 | 92 | 101 | -5 | 105 | -6
COc1ccc(OC)c(CNC(=O)CCN2C(=O)COc3ccccc32)c1 | 2 | 98 | -6 | 6 | 103 | 94 | -9 | 105 | -6
COc1ccc2nc(NC(=O)Cn3cnc4c(=O)n(C)c(=O)n(C)c43)sc2c1 | / | 96 | -3 | -2 | 76 | 93 | 4 | 92 | 0
c1ccc(CSc2n[nH]c(-c3ccco3)n2)cc1 | -3 | 110 | 3 | -8 | 121 | 105 | -2 | 99 | 2
Cc1ccc(NC(=O)CN2C(=O)NC(Cc3ccccc3)C2=O)cc1 (stereo not drawn) | -4 | 102 | -17 | -5 | 94 | 94 | -14 | 113 | 8
O=C(Cn1cnc2ccccc2c1=O)NCCC(=O)N1CCN(c2ccccc2)CC1 | 6 | 113 | -10 | -6 | 83 | 107 | -7 | 93 | -3
CC(C)(C)NC(=O)C(c1cccs1)N(CC1CCCO1)C(=O)Cn1nnc(-c2cccs2)n1 (stereo not drawn) | 9 | 99 | 7 | -2 | 78 | 101 | -3[fluorescence artefact?] | 128 | 11[fluorescence artefact?]
COC(=O)c1sccc1NC(=S)N1CCCCC1 | -1 | 104 | -10 | 7 | 101 | 97 | 1 | 100 | 11
COc1ccc(CN=CC2=C(O)CC(C)(C)CC2=O)cc1 | -4 | 106 | 1 | 3 | 101 | 105 | 1 | 98 | -1
COc1cc(OC)cc(C(=O)n2cnnc2N)c1 | 4 | 99 | 4 | 9 | 97 | 92 | -6 | 101 | 19[fluorescence artefact?]
COc1ccc(NC(=O)CSc2nnc(Cn3c(=O)sc4ccccc43)n2C)cc1OC | 0 | 97 | / | 7 | 101 | 102 | 4[fluorescence artefact?] | 93 | -1
Cc1cc(C)nc(NC2=NCCN2C(=O)NC2CCCCC2)n1 | -3 | 99 | 7 | 4 | 94 | 85 | -5 | 115 | 2
Cc1onc(-c2ccccc2)c1C(=O)NCCc1c[nH]c2ccccc12 | 3 | 93 | -1 | 1 | 104 | 85 | 3 | 103 | 7
COC(=O)c1c(NC(=O)c2ccco2)sc(C(=O)N2CCCC2)c1C | 9 | 87 | -10 | -4 | 75 | 100 | -2 | 113 | -7

Reformatted: four of the compounds above.
Below each compound – Candida biofilm	Fibroblast inh	sEH act	ERa SRC1 inh	H69AR inhibit	HUVEC inhibit	ERb SRC1 inh	ERa coact pot	Smad3 inh
> Cc1ccc(NC(=O)CN2C(=O)NC(Cc3ccccc3)C2=O)cc1 (stereo not drawn)
    -4	102	-17	-5	94	94	-14	113	8
> O=C(Cn1cnc2ccccc2c1=O)NCCC(=O)N1CCN(c2ccccc2)CC1
    6	113	-10	-6	83	107	-7	93	-3
> COc1ccc(CN=CC2=C(O)CC(C)(C)CC2=O)cc1
    -4	106	1	3	101	105	1	98	-1
> COc1ccc2nc(NC(=O)Cn3cnc4c(=O)n(C)c(=O)n(C)c43)sc2c1
    /	96	-3	-2	76	93	4	92	0

The list goes on.
SMILES | Candida biofilm | Fibroblast inh | sEH act | ERa SRC1 inh | H69AR inhibit | HUVEC inhibit | ERb SRC1 inh | ERa coact pot | Smad3 inh
CC(C)CC(=O)Nc1ccc(F)c(Cl)c1 | 1 | 92 | -10 | 1 | 93 | 90 | -2 | 88 | 8
CC1(C)OC(=O)CC1C(=O)NCc1ccccc1 (stereo not drawn) | 6 | 100 | 6 | -24 | 104 | 93 | -31[fluorescence artefact?] | 113 | 3
CC(C)C(OC(=O)c1cc2sccc2n1C)C(=O)NCC1CCCO1 (stereo not drawn) | 9 | 102 | -6 | -6 | 90 | 106 | -2 | 116 | -3
O=C(O)CCS(=O)(=O)c1cccc2cccnc12 | 6 | 80 | 5 | -6 | 87 | 100 | -1 | 126[fluorescence artefact?] | 12
Cc1cc2ccccc2nc1SCC(=O)N1CCCC1 | 2 | 94 | -7 | -4 | 100 | 94 | -7 | 123 | 1
CCCc1nn(C)c2c1C(c1ccncc1)C(C#N)=C(N)O2 (stereo not drawn) | 4 | 98 | / | -3[fluorescence artefact?] | 74 | 86 | 7[fluorescence artefact?] | 109 | -1
O=C(Nc1ccc(CN2CCCCC2)cc1)c1ccc(Br)o1 | 4 | 57 | 8 | 12 | 100 | 87 | 13 | 76[fluorescence artefact?] | 2
CC(C)CC(=O)N1CCC(N2CCN(c3ccccc3)CC2)CC1 | 8 | 110 | 25 | 6[fluorescence artefact?] | 87 | 90 | 1[fluorescence artefact?] | 108 | 6
O=C(c1ccccc1)c1c[nH]c2cc3c(cc2c1=O)OCO3 | 4 | 101 | -3 | 10 | 73 | 95 | 5 | 87[fluorescence artefact?] | -9
CCCCc1nc(NCc2ccccc2)c(C#N)c2c1COC(C)(C)C2 | 3 | 89 | -5 | -9 | 86 | 91 | -11 | 101 | -2
COc1ccc(-c2n[nH]c(C)c2-c2ccc(Cl)cc2)c(O)c1OC | 6 | 90 | -8 | 11 | 35* | 60 | -7 | 102 | -7
Cc1ccc(CNC(=O)c2cnc(-c3ccccn3)nc2C(F)(F)F)cc1 | 3 | 93 | -6 | 9[fluorescence artefact?] | 101 | 98 | -5[fluorescence artefact?] | 104 | 11
Cc1ccc(C)c(N2CCN(C(=O)CCCCn3c(=O)[nH]c4ccccc4c3=O)CC2)c1 | -5 | 106 | -1 | 14 | 58 | 62 | 2 | 92 | 7
CC1CN(S(=O)(=O)c2cccc(-c3cn4cccnc4n3)c2)CC(C)O1 (stereo not drawn) | 1 | 95 | / | -9 | 89 | 102 | -13 | 113 | -6
COc1ccc(/C(O)=C2/C(=O)C(=O)N(Cc3cccnc3)C2c2ccccn2)cc1 (stereo not drawn) | -2 | 90 | / | -8 | 92 | 97 | -4 | 121 | -4
CCCS(=O)(=O)N1CCCC(C(=O)NCCCN(CC)c2cccc(C)c2)C1 (stereo not drawn) | 10 | 100 | -69 | -5[fluorescence artefact?] | 83 | 97 | 9[fluorescence artefact?] | 110 | -13
Cc1cc(NC(=O)C23CCC(C)(C(=O)O2)C3(C)C)no1 (stereo not drawn) | 4 | 98 | 6 | 6 | 73 | 105 | -2 | 110 | -1
C=CCn1c(-c2ccccc2)n[nH]c1=S | 8 | 99 | -6 | 6[fluorescence artefact?] | 96 | 98 | 15[fluorescence artefact?] | 114 | -6
COc1ccc(CNC(=O)c2cccc(N(C)C)c2)cc1 | 3 | 104 | -14 | -28 | 104 | 99 | 1[fluorescence artefact?] | 107 | -1
CCc1ccccc1NC(=O)CSc1nnc([C@@H](NC(=O)OC(C)(C)C)C(C)CC)o1 (stereo partly drawn) | 3 | 96 | 4 | 2 | 95 | 98 | -6[fluorescence artefact?] | 104 | 10
CCOc1ccc(N2C(=O)/C(=C/c3cc(OC)c(OC)c(OC)c3)N(CC(=O)OC)C2=S)cc1 | 4 | 95 | 9 | -4 | 25* | 62 | -2 | 108[fluorescence artefact?] | 1
O=c1nc2n(c3ncccc13)CCC2 | 10 | 101 | 0 | -1 | 94 | 94 | 1 | 97 | 2
Cc1cc(C(=O)Nc2sc3c(c2C#N)CCC(C)C3)cs1 (stereo not drawn) | 4 | 110 | 14 | 8[fluorescence artefact?] | 19* | 103 | 6 | 152[fluorescence artefact?] | -8
COc1cc(-c2nnc(SC/C=C/c3ccccc3)n2N)cc(OC)c1OC | 8 | 104 | -1 | -7 | 74 | 76 | -9 | 93 | 22
Nc1nnc(-c2ccco2)s1 | 8 | 102 | 4 | 6 | 102 | 94 | 18 | 90 | 9
Cc1ccc(NC(=O)Cn2nnc(-c3ccccc3NC(=O)c3cccs3)n2)cc1 | 2 | 46* | -12 | 17 | 6.8* | 19* | 21 | 111 | 8[fluorescence artefact?]
COc1ccc(N2CCN(CCNC(=O)C3CC(=O)N(C4CCCC4)C3)CC2)cc1 (stereo not drawn) | 8 | 109 | -9 | -7 | 92 | 103 | -5[fluorescence artefact?] | 115 | 1

Screening results: PubChem, several laboratories
